CHRM5 agonist – human M5 muscarinic receptor agonists, primary screen, CHO-K1 cells, Fluo-8 calcium fluorescence; CHO-K1 hM5 cells; 0% DMSO wells, 100% maximal acetylcholine response; activation, % at 3 µM; actives 0.19% (n = 360,000); Muscarinic acetylcholine receptor M5 (Homo sapiens), P08912;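 active = activation above the run's mean over test compounds plus 3 SD, cut at about 23% in these data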;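 note: signal is peak over basal fluorescence ratio across the kinetic read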
Target sequence (P08912 whole entry, looked up): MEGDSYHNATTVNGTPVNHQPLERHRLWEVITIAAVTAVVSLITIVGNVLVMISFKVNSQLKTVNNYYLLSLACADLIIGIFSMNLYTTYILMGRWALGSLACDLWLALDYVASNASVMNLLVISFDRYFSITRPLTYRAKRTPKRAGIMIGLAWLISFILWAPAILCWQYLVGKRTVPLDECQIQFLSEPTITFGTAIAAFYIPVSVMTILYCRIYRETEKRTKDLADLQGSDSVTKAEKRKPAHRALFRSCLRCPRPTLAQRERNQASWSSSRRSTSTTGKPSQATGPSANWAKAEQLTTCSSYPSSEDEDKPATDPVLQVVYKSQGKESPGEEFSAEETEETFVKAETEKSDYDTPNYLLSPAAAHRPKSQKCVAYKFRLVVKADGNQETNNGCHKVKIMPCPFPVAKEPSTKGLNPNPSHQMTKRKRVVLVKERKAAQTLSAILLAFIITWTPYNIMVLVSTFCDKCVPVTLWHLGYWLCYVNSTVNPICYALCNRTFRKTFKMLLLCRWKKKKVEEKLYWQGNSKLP
CRFBP-R2 block – antagonists of CRF-BP/CRF-R2 complex, primary screen, cell-based, HEK293, calcium dye fluorescence, uHTS; CRF-induced calcium fluorescence; AID 588475, 2011; actives 0.59% (n = 350,000); inhibition, % at 11.8 µM;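 active = inhibition of the ligand-induced calcium signal above about 50% at the single tested concentration, limit read from the data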
CRFBP-R2 agonist – agonists of CRF-BP/CRF-R2 complex, primary screen, cell-based, HEK293, calcium dye fluorescence, uHTS; CRF-binding protein / CRF receptor 2 complex (human); calcium dye fluorescence (FLIPR); percent of saturating CRF peptide response; activation, % at 13.2 µM; actives 0.46% (n = 350,000);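 active = activation of at least 50%, plus an integration ratio under a set limit after plate pattern correction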;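 note: plate controls were neutral control wells without compound for no effect and CRF at EC100 for full effect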
CHRM4 PAM – human M4 muscarinic receptor positive allosteric modulators, primary screen, CHO-K1 cells, Fluo-8 calcium fluorescence. actives 0.4% (n = 360,000). AID 624126, 2012. Muscarinic acetylcholine receptor M4 (Homo sapiens), P08173. activation, % at 3 µM. CHO-K1 hM4/Gqi5, ACh EC20; 0% = ACh EC20, 100% = maximal ACh;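 active = activation above its plate's cutoff, the mean activation of sample wells plus 3 SD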; note: some results filed as inactive read as strong as hits
Target sequence (P08173 whole entry, looked up): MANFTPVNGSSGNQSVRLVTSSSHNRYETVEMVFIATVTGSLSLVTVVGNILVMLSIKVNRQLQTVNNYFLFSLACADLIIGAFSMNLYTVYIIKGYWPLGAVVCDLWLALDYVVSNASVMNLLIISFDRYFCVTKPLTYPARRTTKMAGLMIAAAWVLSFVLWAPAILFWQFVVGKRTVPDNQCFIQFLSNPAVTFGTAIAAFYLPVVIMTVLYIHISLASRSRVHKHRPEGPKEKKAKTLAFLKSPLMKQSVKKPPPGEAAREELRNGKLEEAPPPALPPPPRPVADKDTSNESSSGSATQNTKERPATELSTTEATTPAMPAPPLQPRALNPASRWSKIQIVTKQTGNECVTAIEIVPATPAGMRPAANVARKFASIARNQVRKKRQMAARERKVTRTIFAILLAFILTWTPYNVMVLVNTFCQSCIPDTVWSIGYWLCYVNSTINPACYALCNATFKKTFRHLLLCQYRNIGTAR
M4 ag – human M4 muscarinic receptor agonists, primary screen, CHO-K1 cells, Fluo-8 calcium fluorescence; Muscarinic acetylcholine receptor M4 (Homo sapiens), P08173; CHO-K1 hM4/Gqi5; vehicle 0%, full acetylcholine response 100%; activation, % at 3 µM; actives 0.14% (n = 360,000);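 active = activation above the run mean over all test wells plus 3 SD, cut at about 32% in these data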;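 note: peak over basal fluorescence ratio per well then scaled between controls; 0% = DMSO wells and 100% = acetylcholine at EC100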
CHRM5 antagonist – human M5 muscarinic receptor antagonists, primary screen, CHO cells, Fluo-8 calcium fluorescence; Muscarinic acetylcholine receptor M5 (Homo sapiens), P08912; CHO-hM5 cells, ACh EC80; inhibition, % at 3 µM; actives 0.59% (n = 360,000); AID 624040, 2012;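 active = inhibition above a per-plate cutoff, the mean of that plate's test compounds plus 3 SD, cut at about 27% in these data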;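 note: 0% = acetylcholine EC80 with DMSO and 100% = DMSO without agonist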
CHRM4 antagonist – human M4 muscarinic receptor antagonists, primary screen, CHO cells, Fluo-8 calcium fluorescence. CHO-hM4 cells, ACh EC80. actives 0.73% (n = 360,000). inhibition, % at 3 µM. Muscarinic acetylcholine receptor M4 (Homo sapiens), P08173;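 active = inhibition above its plate's cutoff, the mean inhibition of sample wells plus 3 SD, cut at about 27% in these data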;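 note: 0% = acetylcholine EC80 with DMSO and 100% = DMSO without agonist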
IDE inh – human IDE inhibitors in live cells, primary screen, fluorescence polarization, HEK cells, FAbetaB substrate; FAbetaB cleavage; actives 0.41% (n = 320,000); Insulin-degrading enzyme (Homo sapiens), P14735; inhibition, % at 5.59 µM;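 active = percent inhibition above the average of all tested compounds plus 3 SD, set per screening campaign, cut at about 16% in these data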;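 note: IDE supplied by intact live HEK cells; FP after avidin binding of uncleaved biotin substrate so inhibition keeps polarization high; 0% = DMSO wells and 100% = 60 µM reference IDE inhibitor Ii1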
CHRM5 PAM – human M5 muscarinic receptor positive allosteric modulators, primary screen, CHO-K1 cells, Fluo-8 calcium fluorescence. CHO-K1 hM5, ACh EC20 PAM; 0% = ACh EC20, 100% = ACh EC100. activation, % at 3 µM. actives 0.3% (n = 360,000);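 active = activation above the run cutoff, the mean activation of all test compounds plus 3 SD, cut at about 18% in these data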
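System: CHO-K1 cell line with stable human muscarinic M5 receptor expression | Also added: EC20 acetylcholine as agonist stimulus | Compound: One concentration, 3 µM final (nominal) | Timing: Fluo-8 loading 80 min at 37 °C plus 30 min room temperature | Measured by: Fluo-8 calcium dye fluorescence, kinetic read | Read-out basis: % activation, ACh-normalized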
* hit, by the source's call; x = no result given.

SMILES	CHRM5 agonist	CRFBP-R2 block	CRFBP-R2 agonist	CHRM4 PAM	M4 ag	CHRM5 antagonist	CHRM4 antagonist	IDE inh	CHRM5 PAM
O=C(O)CCCN1C(=O)C(=O)/C(=C(/O)c2ccc(Cl)cc2)C1c1ccccc1 (configuration not stated)	-1.6	11.9	-1.8	-4.7	0.4	2.8	-10.2	-9.5	2.9
NC(=S)Nc1cc(Cl)ccc1Cl	1.4	3.8	1.1	1.7	0.4	-3.2	6.7	-2.0	10.2
O=C(NCCc1ccccc1)c1ccccc1Cl	0.3	7.5	-0.3	2.9	1.0	-4.7	-5.8	8.8	3.4
CCOC(=O)C1c2cccc(O)c2CCN1C(C)=O (configuration not stated)	0.9	33.8	-1.5	5.6	0.1	0.5	3.6	x	3.1
CC(=O)N1CC2(CC(c3ccccc3C(F)(F)F)=NO2)CN1c1ccc(Cl)cc1 (configuration not stated)	-0.1	-5.7	-1.1	-5.5	4.2	11.4	-7.9	x	-1.3
CC(C)C1CCN(C(=O)C2CCC(=O)N(C3CCCCCC3)C2)CC1 (configuration not stated)	0.9	-18.3	-1.3	2.8	4.0	-1.0	-7.2	x	3.6
Cc1c(CC(=O)N[C@@H](C)C(=O)O)c(=O)oc2cc3occ(-c4ccccc4)c3cc12	0.4	4.5	0.0	-8.3	18.1	8.3	8.6	5.0	-5.5
O=C(O)c1cccc2c3c([nH]c12)CCCC3	1.0	0.1	-0.8	-0.7	0.9	9.6	4.6	-3.0	-2.0
O=c1[nH]c2ccccc2n2c(-c3ccccc3)nnc12	-2.0	-2.2	2.8	-1.7	0.3	1.1	7.8	3.5	-0.8
Cc1cccc(N2CCN(C(=O)COc3ccc4ccc(=O)oc4c3)CC2)c1C	-2.1	10.1	-0.8	-3.7	9.1	13.0	0.1	5.7	-4.5
COc1ccc(CNC(=O)CSCc2ccccc2Cl)cc1	-1.3	3.5	0.3	8.5	0.6	-14.7	-7.2	-1.7	2.3
Cc1ccnn1CC(=O)N/N=C/c1cn[nH]c1-c1ccc(F)cc1	-1.1	-0.5	-2.3	-20.1	-0.3	0.5	-7.7	-3.3	-3.0
COc1ccc(S(=O)(=O)NC2CCSc3ccccc32)cc1OC (configuration not stated)	4.4	-23.4	0.9	10.6	4.2	-4.0	-23.5	3.5	-2.9
CCN(CC)c1nc(=S)nc(NC(C)(C)C)[nH]1	2.8	37.0	0.4	-2.1	-0.2	-0.2	0.5	1.3	5.8
Cc1ccc(S(=O)(=O)Cn2nnnc2C(CC(C)C)N2CCN(C(=O)c3ccco3)CC2)cc1 (configuration not stated)	-2.3	-8.6	-2.7	4.7	4.3	-9.7	-13.4	-0.1	7.9
COc1ccc([C@H]2C[C@H](n3cc(C4CC4)nn3)[C@@H](O)CN2C(=O)C2CCCCC2)cc1	0.4	-1.3	-0.6	5.7	3.3	4.6	-14.0	x	-2.1
O=C(CCCCCNc1nc(=S)[nH]c2ccccc12)NCCc1c[nH]c2ccccc12	1.0	-1.8	-1.6	-35.8	13.2	22.0	10.4	-1.4	-18.2
COc1cc(C(=O)NCC(=O)OCc2cc(=O)oc3c(C)c(C)ccc23)cc(OC)c1OC	-2.9	-2.6	0.5	-2.3	0.8	5.1	0.1	3.7	0.0
CCOc1ccc(C(=O)NNC(=O)CCNC(=O)c2ccco2)cc1OC	5.0	97.4*	-0.2	4.6	0.9	-4.1	4.8	1.7	-1.2
COc1ccc(NC(=O)C2CCCN(c3cnccn3)C2)cc1 (configuration not stated)	-1.5	6.9	0.1	2.6	2.9	7.0	-8.5	9.4	-4.0
COc1ccc(-c2csc(N)n2)cc1	-1.4	10.8	-1.1	-6.7	2.4	-5.4	4.5	0.6	-2.6
COC(=O)c1ccc(NS(=O)(=O)N(C)C)cc1	0.0	7.4	1.1	4.3	0.8	-1.1	8.9	0.0	-4.3
COc1cccc(C(c2nnnn2CCc2ccccc2)N2CCN(c3ccccc3)CC2)c1OC (configuration not stated)	-10.4	5.5	-0.7	0.8	-0.5	-3.8	-5.9	1.4	-11.3
CC(=O)c1ccc(N2CCN(S(=O)(=O)c3ccc4c(c3)CC(C)N4C(C)=O)CC2)cc1 (configuration not stated)	5.5	12.2	1.0	-7.4	15.8	15.2	7.0	-1.9	-14.0
Cc1ccc(C(C)(C)NC(=O)C2CCC(=O)N(CC3CCCCC3)C2)cc1 (configuration not stated)	0.8	-21.9	-2.8	-0.2	2.8	-6.4	-9.3	3.7	-1.3
COc1c(C)cc(S(=O)(=O)N2CCOCC2)c(C)c1C	0.8	0.1	-0.4	5.5	0.8	9.8	-4.2	0.8	0.1
CN(C)NC(=O)c1ccsc1NC(=O)c1ccc(S(=O)(=O)N2CCCC2)cc1	-1.0	-9.1	10.4	-18.6	11.2	7.2	10.3	3.0	-6.2
N=c1c2c(ncn1CCN1CCOCC1)Oc1ccc3ccccc3c1C2c1ccccc1 (configuration not stated)	-2.6	5.4	-0.4	-10.0	3.4	-2.9	2.9	4.6	-0.1
CCOC(=O)c1cc2occc2n1CC(=O)N1CCCc2ccccc21	-4.4	22.8	0.9	15.6	-2.2	7.1	0.1	-0.7	0.2
O=c1[nH]c(=S)[nH]nc1Cc1ccc(Cl)c(Cl)c1	-2.6	-3.7	-1.9	-4.7	0.8	-0.9	1.9	2.0	1.4
CN(c1ccccc1)S(=O)(=O)c1cccc2ccccc12	-2.0	7.4	1.2	-1.5	-1.9	0.5	5.3	0.5	5.5
O=C(NCc1ccc2c(c1)OCO2)c1ccc(CSCc2ccc(Cl)cc2)o1	-0.7	29.7	-0.7	5.5	2.0	-11.1	-7.0	4.5	0.0
CCOC(=O)c1cccc(NC(=O)CCn2nnc3ccccc32)c1	-0.1	-7.8	-0.7	5.5	4.2	-9.5	3.7	5.8	0.0
Cc1csc(NC(=O)c2ccc(S(=O)(=O)N3CCN(C)CC3)cc2)n1	0.5	2.6	-1.2	8.5	1.8	-6.2	-3.3	7.9	7.9
CCOC(=O)C1=CCN(S(=O)(=O)c2ccccc2Br)C1c1cccc(Cl)c1 (configuration not stated)	-5.7	x	x	-7.5	-0.1	-7.1	-2.6	x	-9.7
CN1CCN(/N=C2/C(=O)Nc3ccc([N+](=O)[O-])cc32)CC1	-0.4	2.7	-2.1	0.5	2.4	-0.5	1.8	1.6	-1.7
Cc1ccc(/C=C/c2ccc(=O)n(Cc3ccc(Cl)cc3Cl)n2)cc1	-1.5	-31.8	3.1	18.0	-0.2	-10.7	3.9	-1.1	9.8
COC(=O)c1ccccc1NC(=O)COC(=O)CO/N=C(\C)c1ccc2c(c1)OCO2	-3.9	21.8	8.4	-0.3	0.7	-9.4	6.9	-2.1	3.2
Cc1nn(C)cc1/C=N/NC(=O)c1ccco1	-0.2	-12.0	-0.5	-2.5	-0.2	5.7	-0.7	-8.2	3.1
O=C(CSc1nnnn1-c1ccc2c(c1)OCCO2)OC1CCCCC1	-9.1	0.2	-0.2	-4.3	6.4	4.1	-8.6	-0.3	-13.4
COc1ccc(-c2noc(CSc3ccccc3)n2)cc1OC	-11.7	-4.8	-0.3	-2.5	0.4	-8.7	4.1	2.2	-6.2
COCCN(C(=O)Cc1cccs1)C(C(=O)NC1CCCC1)c1cc(OC)c(OC)c(OC)c1 (configuration not stated)	-1.6	-35.7	4.5	8.1	1.6	3.4	1.0	2.2	5.7
COc1ccccc1CC1(C)NC(=O)N(CC(=O)N2CCc3ccccc3C2)C1=O (configuration not stated)	3.1	11.6	0.7	1.7	3.3	-4.1	-0.3	-4.7	-1.1
COc1cccc(C(C(=O)NC2CCCC2)N(C(=O)c2ccco2)c2ccc(C(C)=O)cc2)c1OC (configuration not stated)	-5.3	-4.1	-0.3	9.3	2.3	12.1	-8.4	2.8	-0.8
CCC(=O)N(C1=C(NC)C(=O)c2ccccc2C1=O)C(C)C	-2.3	-2.8	-1.3	2.2	1.0	1.4	-0.4	4.1	-1.9
O=C(NC(=O)c1ccccc1)Nc1ccccc1	2.2	-17.1	2.4	-6.5	19.8	18.7	11.8	4.2	-8.9
CC(O)[C@H](NC(=O)C1(c2ccccc2)CCN(C(=O)OC(C)(C)C)CC1)C(=O)O (some centres not stated)	-1.3	4.8	-5.0	7.8	0.3	-1.5	-1.9	7.2	1.8
O=S(=O)(c1cccc2nsnc12)N1CCNCC1	-2.2	1.6	0.9	-1.6	0.1	2.0	-4.8	2.1	1.8
CC(=O)N(C)c1ccc(N=Cc2c(O)ccc3ccccc23)cc1	0.7	-2.4	0.9	2.0	1.2	-3.1	1.4	4.3	2.0
Cc1ccc(NS(=O)(=O)c2cccc3nsnc23)cc1C	-5.8	-10.1	-2.1	-16.1	0.4	20.9	10.6	5.9	-17.9
CC1(C)NC(=O)N(Cc2cc(=O)n3ccsc3n2)C1=O	1.8	-5.8	4.2	-9.3	0.5	5.8	7.3	-2.6	1.9
CCC(C(=O)NCCc1ccco1)n1nc(C)c2c(C)n(-c3ccccc3)nc2c1=O (configuration not stated)	-2.4	14.9	-1.8	-0.6	-0.1	-0.6	1.1	0.0	-0.2
COc1cc(C)ccc1OCCOCCOc1ccccc1[N+](=O)[O-]	-2.1	14.8	-1.4	-2.0	2.8	15.9	1.2	4.5	-2.9
OCC[C@@H]1C[C@H](O)[C@@H](O)[C@]2(OCc3cc(C(F)(F)F)ccc32)O1	2.9	x	x	2.3	0.1	1.8	-6.9	x	-7.5
CCOC(=O)N1CCN(C(=O)CN(c2cccc(C(F)(F)F)c2)S(=O)(=O)c2ccccc2)CC1	1.6	2.3	-4.2	1.4	5.3	1.9	-1.2	-6.7	2.1
O=C(NC1CCCCC1)C(c1ccco1)N(Cc1cccs1)C(=O)Cn1nnc2ccccc21 (configuration not stated)	-3.7	11.8	1.7	3.1	3.0	4.4	-13.8	1.0	-7.4

Three compounds out of the list, arranged by molecular weight, lowest first:
SMILES	CHRM5 agonist	CRFBP-R2 block	CRFBP-R2 agonist	CHRM4 PAM	M4 ag	CHRM5 antagonist	CHRM4 antagonist	IDE inh	CHRM5 PAM
CC1(C)NC(=O)N(Cc2cc(=O)n3ccsc3n2)C1=O	1.8	-5.8	4.2	-9.3	0.5	5.8	7.3	-2.6	1.9
Cc1ccc(NS(=O)(=O)c2cccc3nsnc23)cc1C	-5.8	-10.1	-2.1	-16.1	0.4	20.9	10.6	5.9	-17.9
COc1cc(C)ccc1OCCOCCOc1ccccc1[N+](=O)[O-]	-2.1	14.8	-1.4	-2.0	2.8	15.9	1.2	4.5	-2.9

Compound activity (PubChem)
